ARFGAP1 inhibitor: inhibits rat ARF GTPase activating protein 1; Q62848; Arfgap1-stimulated ARF1 GTP hydrolysis, GDP FP detection; inhibition, % at 16.5 µM; hit rate 0.26% among 360,000; AID 651572;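 active = inhibition above a per-plate limit, mean inhibition of low control wells plus 3 SD, cut at about 25% in these data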;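 also: 0% = DMSO wells with enzyme and 100% = wells lacking Arfgap1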
Target sequence (Q62848 1-136 limits assumed): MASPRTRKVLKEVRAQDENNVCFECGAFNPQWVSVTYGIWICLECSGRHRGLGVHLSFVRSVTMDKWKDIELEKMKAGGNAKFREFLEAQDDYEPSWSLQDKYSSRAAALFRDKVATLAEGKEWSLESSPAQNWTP
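Assay system: Rat Arfgap1 GAP domain (His6, aa 1-136), purified enzyme | Buffer or medium: HEPES 25 mM pH 7.5, NaCl 150 mM, MgCl2, DTT | Schedule: GTP hydrolysis reaction 2 h at 25 °C | Signal: FP of antibody-bound GDP Alexa 633 tracer, ex 620/em 688 nm | Measure: Percent inhibition of Arfgap1-stimulated GTP hydrolysis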
ASAP1 GAP inh: inhibitors of human ASAP1 ArfGAP activity. Q9ULH1. ASAP1-stimulated ARF1 GTP hydrolysis, GDP FP detection. inhibition, % at 16.5 µM. hit rate 0.19% among 360,000. AID 624377; in the data active = inhibition above about 25%;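 also: 0% = vehicle with enzyme and substrate and 100% = no enzyme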
ADAM10 inh: ADAM10 inhibition, QFRET primary screen | O14672 | recombinant ADAM10, EDANS/DABCYL FRET peptide cleavage, 3 h | inhibition, % at 7 µM | hit rate 0.62% among 370,000 | AID 720582;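 active = inhibition above a per-campaign cutoff equal to the mean of compounds falling between control-based bounds plus 3 SD, cut at about 20% in these data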;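 also: 0% = DMSO wells while the 100% control is not disclosed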
DDE Tn6 FP inh: inhibitors of Tn6 peptide binding to human fibrin DD(E) | hit rate 0.21% among 370,000 | P02675 | Fibrin DD(E) TRITC-Tn6 fluorescence polarization displacement | inhibition, % at 8.3 µM;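 active = inhibition above a per-campaign cutoff: mean of compounds within control limits plus 3 SD, cut at about 15% in these data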;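 also: 0% = median of all compound wells on the plate and 100% = blocking peptide control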
Tn7 DDE FP: disrupts Tn7 cyclic peptide binding to fibrin D-Dimer-E complex; P02675; FP displacement of FITC-Tn7 peptide from fibrin DD(E); 0% = median of compound wells per plate; inhibition, % at 8.3 µM; hit rate 0.13% among 370,000;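 active = inhibition above the mean of compounds falling within the control limits plus 3 SD of them, cut at about 14% in these data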;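 also: 0% = plate median of compound wells and 100% = 10 µM Aha-Tn7 peptide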
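Also added: labelled Tn7 tracer, 0.1 µM; Assay system: human fibrin DD(E) protein; Amount: 2 µM fibrin DD(E); Schedule: 10 min compound pre-incubation, 3 h probe incubation at room temperature; Repeats: one replicate per compound; Read-out basis: percent inhibition; Measured by: fluorescence polarization of the labelled Tn7 tracer.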
TDP2 inh: TDP2 (human) inhibition, absorbance primary screen; O95551; inhibition, % at 12.8 µM; hit rate 0.34% among 370,000; recombinant TDP2, T5PNP hydrolysis, p-nitrophenol absorbance 415 nm;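 active = inhibition above the mean of all tested compounds plus 3 SD, set per campaign, cut at about 25% in these data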;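 also: 0% = DMSO with enzyme and 100% = buffer with substrate but no TDP2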
Target sequence (O95551 whole entry, looked up): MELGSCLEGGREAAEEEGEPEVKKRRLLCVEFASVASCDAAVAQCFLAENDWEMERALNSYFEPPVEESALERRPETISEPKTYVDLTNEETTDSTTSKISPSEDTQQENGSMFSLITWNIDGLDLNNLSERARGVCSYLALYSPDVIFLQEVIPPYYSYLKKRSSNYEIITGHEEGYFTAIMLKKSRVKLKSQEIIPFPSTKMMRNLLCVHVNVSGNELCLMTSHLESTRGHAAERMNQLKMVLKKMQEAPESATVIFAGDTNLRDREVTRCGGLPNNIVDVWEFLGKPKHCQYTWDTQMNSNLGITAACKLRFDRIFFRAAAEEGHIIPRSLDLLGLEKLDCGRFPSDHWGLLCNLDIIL
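System – recombinant human TDP2 · Quantity – TDP2 enzyme at 120 nM final · Doses – single concentration, 12.8 µM nominal, with 1% DMSO · Incubation – 2 h at 37 °C · Measured by – epi absorbance of p-nitrophenol freed from T5PNP by hydrolysis · Read-out – % inhibition relative to enzyme-containing and enzyme-free wells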
PLCb3 inh: PLC-beta3 (human) inhibition, primary screen; Q01970; inhibition, % at 12.2 µM; hit rate 0.18% among 370,000; Purified PLC-beta3, fluorogenic substrate, fluorescence; in the data active = inhibition above about 11%;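 also: 0% = median of compound wells on plate and 100% = full blocker control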
SIAE inh: inhibitors of human sialic acid acetylesterase SIAE. SIAE FP-Rh probe binding, fluorescence polarization. inhibition, % at 9.66 µM. hit rate 0.69% among 370,000. AID 1053197;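 active = inhibition above a cutoff: mean of compounds within the control limits plus 3 SD of those, cut at about 17% in these data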;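 also: 0% = plate median of compound wells and 100% = probe without SIAE protein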
Target sequence (Q9HAT2 whole entry, looked up): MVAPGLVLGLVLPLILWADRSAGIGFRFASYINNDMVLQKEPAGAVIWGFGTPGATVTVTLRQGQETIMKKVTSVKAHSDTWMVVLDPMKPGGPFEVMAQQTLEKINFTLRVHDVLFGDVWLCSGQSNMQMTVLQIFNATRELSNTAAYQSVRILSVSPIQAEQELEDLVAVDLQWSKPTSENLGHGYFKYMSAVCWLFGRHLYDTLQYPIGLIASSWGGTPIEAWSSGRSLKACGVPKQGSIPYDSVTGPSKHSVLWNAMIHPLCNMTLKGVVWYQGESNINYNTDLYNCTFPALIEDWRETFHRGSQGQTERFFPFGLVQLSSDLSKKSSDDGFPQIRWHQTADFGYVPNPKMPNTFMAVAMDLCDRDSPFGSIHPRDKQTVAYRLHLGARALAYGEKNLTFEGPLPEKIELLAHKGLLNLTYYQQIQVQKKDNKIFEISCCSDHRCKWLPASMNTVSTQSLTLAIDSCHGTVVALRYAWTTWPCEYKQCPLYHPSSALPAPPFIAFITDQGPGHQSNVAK
ADAM17 inh: inhibitors of human ADAM17; P78536; recombinant ADAM17, EDANS/DABCYL FRET peptide cleavage; inhibition, % at 6.95 µM; hit rate 0.83% among 370,000; AID 720648;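 active = inhibition above the mean of compounds lying between control limits plus 3 SD, set per campaign, cut at about 8.5% in these data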;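 also: 0% = DMSO-only wells as the low control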
PLC-gamma1 inh: PLC-gamma1 (human) inhibition, primary screen; P19174; purified PLC-gamma1, fluorogenic substrate, fluorescence; inhibition, % at 12.2 µM; hit rate 0.84% among 370,000; in the data active = inhibition above about 9.5%
Active calls of the source: *.

Screening CC1CCCCC1NC(=O)CCNS(=O)(=O)c1cc(Br)cnc1N (stereo not drawn) returned ARFGAP1 inhibitor -7, ASAP1 GAP inh -4, ADAM10 inh -35, DDE Tn6 FP inh 4, Tn7 DDE FP -5, TDP2 inh 4, PLCb3 inh -8, SIAE inh 1, ADAM17 inh -14 and PLC-gamma1 inh -4.
For O=C(NCCc1ccccc1)c1cccs1 the results were ARFGAP1 inhibitor -1, ASAP1 GAP inh 23, ADAM10 inh 2, DDE Tn6 FP inh -10, Tn7 DDE FP 1, TDP2 inh 6, PLCb3 inh -4, SIAE inh -1, ADAM17 inh -4 and PLC-gamma1 inh -1.
For COc1cc(NC(=O)CN(c2cc(C)cc(C)c2)S(=O)(=O)c2c(C)[nH]c(=O)[nH]c2=O)cc(OC)c1 the results were ARFGAP1 inhibitor -4, ASAP1 GAP inh -10, ADAM10 inh 2, DDE Tn6 FP inh 5, Tn7 DDE FP -6, TDP2 inh 19, PLCb3 inh -7, SIAE inh -5, ADAM17 inh -2 and PLC-gamma1 inh 1.
Screening O=C(c1cccnc1)N1CCC2CC1c1c(Cl)cccc12 (stereo not drawn) returned ARFGAP1 inhibitor -13, ASAP1 GAP inh -7, ADAM10 inh -7, DDE Tn6 FP inh -2, Tn7 DDE FP 8, TDP2 inh 5, PLCb3 inh -3, SIAE inh 4, ADAM17 inh -4 and PLC-gamma1 inh 0.
Screening CCN(CC)c1cc(C)c2cc(NC(=O)c3ccc(Br)o3)ccc2n1 returned ARFGAP1 inhibitor -1, ASAP1 GAP inh 2, ADAM10 inh -17, DDE Tn6 FP inh -3, Tn7 DDE FP 1, TDP2 inh -14, PLCb3 inh -66, SIAE inh 1, ADAM17 inh -6 and PLC-gamma1 inh -46.
C=CCn1c(=S)[nH]c2sc3c(c2c1=O)CCCC3 was read as ARFGAP1 inhibitor -4, ASAP1 GAP inh 9, ADAM10 inh -5, DDE Tn6 FP inh 3, Tn7 DDE FP -3, TDP2 inh -15, PLCb3 inh -5, SIAE inh 6, ADAM17 inh 0 and PLC-gamma1 inh 3.
`NC(=O)CC(NC(=O)Cc1cccc2ccccc12)c1ccc(N2CCCCCCC2)c([N+](=O)[O-])c1` (stereo not drawn) gave ARFGAP1 inhibitor 8, ASAP1 GAP inh 7, ADAM10 inh 10, DDE Tn6 FP inh -5, Tn7 DDE FP 1, TDP2 inh -11, PLCb3 inh 4, SIAE inh 9, ADAM17 inh 1 and PLC-gamma1 inh 6.
O=C(CCNS(=O)(=O)c1ccccc1)N1CCN(c2ccccc2)CC1 was read as ARFGAP1 inhibitor -4, ASAP1 GAP inh -3, ADAM10 inh -6, DDE Tn6 FP inh 1, Tn7 DDE FP -2, TDP2 inh 8, PLCb3 inh -6, SIAE inh 3, ADAM17 inh -2 and PLC-gamma1 inh -2.
COc1cccc2c1Oc1ncccc1N(C(=O)CCC(=O)NCc1ccc(F)cc1)C2 was read as ARFGAP1 inhibitor -8, ASAP1 GAP inh 4, ADAM10 inh 5, DDE Tn6 FP inh 10, Tn7 DDE FP 1, TDP2 inh -11, PLCb3 inh -5, SIAE inh -6, ADAM17 inh 5 and PLC-gamma1 inh 7.
Screening NS(=O)(=O)c1ccc(N2CCN(C(=O)c3ccco3)CC2)nc1 returned ARFGAP1 inhibitor -7, ASAP1 GAP inh 0, ADAM10 inh -19, DDE Tn6 FP inh -4, Tn7 DDE FP 2, TDP2 inh -8, PLCb3 inh -12, SIAE inh 7, ADAM17 inh -5 and PLC-gamma1 inh -8.
CCc1nc2ccc(C(=O)N(CC)CCN(C)C)cn2c1N(C)C(=O)c1cccc(OC)c1 was read as ARFGAP1 inhibitor -5, ASAP1 GAP inh 2, ADAM10 inh 5, DDE Tn6 FP inh 1, Tn7 DDE FP -3, TDP2 inh -6, PLCb3 inh -1, SIAE inh 1, ADAM17 inh 1 and PLC-gamma1 inh 4.
`Cc1ccc(-c2nnc(SCC(=O)NNC(=O)COc3cccc4ccccc34)n2C)cc1` gave ARFGAP1 inhibitor -5, ASAP1 GAP inh 2, ADAM10 inh 1, DDE Tn6 FP inh 0, Tn7 DDE FP -2, TDP2 inh 4, PLCb3 inh -1, SIAE inh 1, ADAM17 inh 0 and PLC-gamma1 inh -1.
CCOCc1nnc(NC(=O)c2ccc(OC)cc2)s1 was read as ARFGAP1 inhibitor 8, ASAP1 GAP inh 1, ADAM10 inh 5, DDE Tn6 FP inh 1, Tn7 DDE FP -4, TDP2 inh 0, PLCb3 inh 2, SIAE inh -2, ADAM17 inh -2 and PLC-gamma1 inh 1.
`CCOC(=O)C(c1ccccc1)C(Nc1ccccc1)c1ccccn1` (stereo not drawn) gave ARFGAP1 inhibitor -1, ASAP1 GAP inh -15, ADAM10 inh -1, DDE Tn6 FP inh 3, Tn7 DDE FP 3, TDP2 inh 15, PLCb3 inh -10, SIAE inh 1, ADAM17 inh -2 and PLC-gamma1 inh -3.
`COc1cccc(C(=O)NNC(=O)c2ccc3ccccc3c2)c1` gave ARFGAP1 inhibitor -1, ASAP1 GAP inh -17, ADAM10 inh 4, DDE Tn6 FP inh -3, Tn7 DDE FP -1, TDP2 inh -12, PLCb3 inh 4, SIAE inh 5, ADAM17 inh 6 and PLC-gamma1 inh 5.
`COc1ccc(-n2nc3c(N4CCC(C(=O)N5CCCCCC5)CC4)nnc(C)c3c2C)cc1` gave ARFGAP1 inhibitor 4, ASAP1 GAP inh 12, ADAM10 inh -61, DDE Tn6 FP inh -6, Tn7 DDE FP -3, TDP2 inh 12, PLCb3 inh -107, SIAE inh -8, ADAM17 inh -16 and PLC-gamma1 inh -69.
For CCN1CCCCC(NC(=O)c2ccccc2C)C1=O (stereo not drawn) the results were ADAM10 inh 1, DDE Tn6 FP inh 7, Tn7 DDE FP 2, TDP2 inh -5, PLCb3 inh 6, SIAE inh -1, ADAM17 inh 1 and PLC-gamma1 inh 3.
`O=C(C1COc2ccccc2O1)N1CCn2c(nc3ccccc32)C1` (stereo not drawn) gave ARFGAP1 inhibitor -11, ASAP1 GAP inh 0, ADAM10 inh -12, DDE Tn6 FP inh 4, Tn7 DDE FP -5, TDP2 inh -1, PLCb3 inh 0, SIAE inh 3, ADAM17 inh -4 and PLC-gamma1 inh 0.
Screening CCOC(=O)C1(CC2CCCCO2)CCN(C(=O)NCc2ccccc2)CC1 (stereo not drawn) returned ARFGAP1 inhibitor -1, ASAP1 GAP inh -4, ADAM10 inh -2, DDE Tn6 FP inh 7, Tn7 DDE FP 3, TDP2 inh 1, PLCb3 inh 1, SIAE inh -2, ADAM17 inh -1 and PLC-gamma1 inh -1.
Screening Cc1ccc(C(=O)Nc2ncccc2C)cc1S(=O)(=O)N1CCCCC1 returned ARFGAP1 inhibitor -2, ASAP1 GAP inh -1, ADAM10 inh -9, DDE Tn6 FP inh 9, Tn7 DDE FP -1, TDP2 inh 5, PLCb3 inh -4, SIAE inh -7, ADAM17 inh -3 and PLC-gamma1 inh -4.
`OC(CN1CCN(c2ccc(F)cc2)CC1)c1ccc(Cl)cc1` (stereo not drawn) gave ARFGAP1 inhibitor -15, ASAP1 GAP inh -5, ADAM10 inh -7, DDE Tn6 FP inh 7, Tn7 DDE FP 0, TDP2 inh -11, PLCb3 inh -2, SIAE inh 13, ADAM17 inh -2 and PLC-gamma1 inh 0.
`CCN(CC)C(=O)Cn1cc(S(=O)(=O)CC(=O)N2CCCCCC2)c2ccccc21` gave ARFGAP1 inhibitor -1, ASAP1 GAP inh 10, ADAM10 inh -2, DDE Tn6 FP inh 5, Tn7 DDE FP 2, TDP2 inh 4, PLCb3 inh -6, SIAE inh -4, ADAM17 inh -4 and PLC-gamma1 inh 0.
For CCn1c(=O)cc(SCC(=O)Nc2cccc(C)n2)c2ccccc21 the results were ARFGAP1 inhibitor -15, ASAP1 GAP inh -7, ADAM10 inh -7, DDE Tn6 FP inh 5, Tn7 DDE FP 5, TDP2 inh 4, PLCb3 inh 1, SIAE inh -6, ADAM17 inh -4 and PLC-gamma1 inh 2.
Screening CC(C)C(=O)N1CCN(c2ccccc2NC(=O)COc2ccccc2)CC1 returned ARFGAP1 inhibitor 13, ASAP1 GAP inh -4, ADAM10 inh 7, DDE Tn6 FP inh 0, Tn7 DDE FP 3, TDP2 inh 13, PLCb3 inh -2, SIAE inh 1, ADAM17 inh -2 and PLC-gamma1 inh 0.
`COC(=O)Cc1c(C)c2ccc(OCC(=O)c3ccc(OC)c(OC)c3)cc2oc1=O` gave ARFGAP1 inhibitor -1, ASAP1 GAP inh 5, ADAM10 inh -15, DDE Tn6 FP inh 6, Tn7 DDE FP -1, TDP2 inh 14, PLCb3 inh -10, SIAE inh 0, ADAM17 inh -6 and PLC-gamma1 inh -5.
Screening COc1cc2c(cc1OC)C1=NC(=O)CN1C(SCc1ccccc1C)=N2 returned ARFGAP1 inhibitor 0, ASAP1 GAP inh 5, ADAM10 inh -106, DDE Tn6 FP inh -3, Tn7 DDE FP -4, TDP2 inh 3, PLCb3 inh -39, SIAE inh -5, ADAM17 inh -14 and PLC-gamma1 inh -27.
For O=C(Cc1ccccc1)Nc1ccccc1C(=O)O the results were ARFGAP1 inhibitor -5, ASAP1 GAP inh -8, ADAM10 inh -2, DDE Tn6 FP inh 5, Tn7 DDE FP -3, TDP2 inh -2, PLCb3 inh -6, SIAE inh -2, ADAM17 inh -2 and PLC-gamma1 inh -4.
Screening N#Cc1c(N)nc(-c2ccccc2)nc1-c1ccccc1 returned ARFGAP1 inhibitor 11, ASAP1 GAP inh 0, ADAM10 inh 9, DDE Tn6 FP inh 1, Tn7 DDE FP -5, TDP2 inh -6, PLCb3 inh -1, SIAE inh -5, ADAM17 inh 2 and PLC-gamma1 inh -1.
`CCn1ncc(Cl)c1C(=O)NC(=S)Nc1c(C)cc(C)cc1[N+](=O)[O-]` gave ARFGAP1 inhibitor -4, ASAP1 GAP inh 2, ADAM10 inh 7, DDE Tn6 FP inh 10, Tn7 DDE FP 5, TDP2 inh 7, PLCb3 inh 0, SIAE inh 10, ADAM17 inh 3 and PLC-gamma1 inh 0.
For COc1ccc(NC(=O)Nc2cccc3c2O[C@H](CN(C)C(=O)Nc2c(C)noc2C)[C@@H](C)CN([C@H](C)CO)C3=O)cc1 the results were ARFGAP1 inhibitor 4, ASAP1 GAP inh -4, ADAM10 inh 3, DDE Tn6 FP inh -2, Tn7 DDE FP -4, TDP2 inh 3, PLCb3 inh 9, SIAE inh 4, ADAM17 inh 0 and PLC-gamma1 inh 2.
